All columns: NCI-60 one-dose screen, growth in % after 48 h at 10 µM unless noted; 100 = growth as untreated, 0 = no growth, -100 = all killed.
SR: SR leukemia cells | 73,000 tested, 8.7% active | AID 1794780
RPMI-8226: RPMI-8226 leukemia cells; 77,000 tested, 7.5% active
HOP-62: HOP-62 NSCLC; 80,000 tested, 3.9% active; AID 1794735
CCRF-CEM: CCRF-CEM leukemia | 77,000 tested, 7% active | AID 1794778
EKVX: EKVX NSCLC. 71,000 tested, 3% active. AID 1794765
MOLT-4: MOLT-4 leukemia cells; 80,000 tested, 6.9% active
HOP-92: HOP-92 NSCLC cells | 71,000 tested, 6.3% active | AID 1794738
A549/ATCC: A549/ATCC NSCLC; 81,000 tested, 3.7% active; AID 1794740
* hit, by the source's call; · = not tested or not shown; [ ] = dose if it differs, or a comment. Rule for the calls: active = growth percent below 10; inactive = the rest.

SMILES	SR	RPMI-8226	HOP-62	CCRF-CEM	EKVX	MOLT-4	HOP-92	A549/ATCC
COc1cc(CNC(=O)/C=C/c2ccc3c(c2)OCO3)ccc1OCc1cn(-c2cccc([N+](=O)[O-])c2)nn1	76	74	87	94	80	74	80	88
CC(=O)O[C@H]1C[C@@]2(C)[C@@H](C[C@@H](O)[C@H]3[C@@]4(C)CC[C@H](O)[C@@H](C)[C@@H]4CC[C@@]32C)/C1=C(\CCC(Br)C(C)(C)[n+]1ccccc1)C(=O)O (stereo not given in full)	96	97	97	105	107	96	107	112
O=C(Nc1ccc(Oc2ncnc3scc(Nc4n[nH]c(=S)s4)c23)cc1)C1(C(=O)Nc2cccc(C(F)(F)F)c2)CC1	85	110	93	111	97	106	·	92
COc1cc2cc(Oc3ccc(NC(=O)Nc4ccc(Cl)c(C(F)(F)F)c4)cc3)c(C)nc2cc1OCCN(C)C	40	74	104	67	50	72	87	83
Cc1nc(N)nc(N)c1Oc1ccc(Cl)cc1	129	81	105	91	88	118	110	109
O=C1/C(=C/c2ccccc2)Oc2ccc(O)c(O)c21	·	96	72	23	48	91	59	104
COC(=O)[C@H](CCCCNC(=O)OCc1ccccc1)NC(=O)[C@@H](NC(=O)Nc1cc(C(F)(F)F)cc(C(F)(F)F)c1)C(C)C	-23*[100 µM]	-21*[100 µM]	-84*[100 µM]	·	·	-7.7*[100 µM]	-70*[100 µM]	45[100 µM]
COCn1c(C(=O)OC)cc2oc(/C=C3/SC(=S)N(N)C3=O)cc21	46	79	122	98	92	69	·	105
COc1cc(C2Cc3cnccc3-c3nc(N)c4ccncc4c32)cc(OC)c1OC (stereo not given)	34	91	·	84	89	89	80	93
CC1(C)NC(=O)CC[C@]2(C)[C@H]3CC=C4[C@@H]5C[C@](C)(CO)CC[C@]5(C)CC[C@@]4(C)[C@]3(C)CC[C@@H]12	97	101	110	91	101	93	103	104
O=c1oc2cc(O)ccc2cc1-c1nc2ccccc2o1	102	106	85	99	90	100	106	74
O=C(Oc1ccccc1Cl)c1ccc(Cl)cc1Cl	104	99	88	100	94	110	103	89
COc1cc(/C=c2\sc(=C(C#N)C#N)[nH]c2=O)cc(OC)c1OC	96	95	120	92	110	86	·	105
Clc1ccc(OCc2nnc(-c3ccccc3Cl)o2)c(Cl)c1	89	81	92	71	94	65	·	72
Cc1ccc(-c2csc(NC(=O)CSc3nc(N)cc(N)n3)n2)cc1	43	44	51	50	46	44	89	63
O=C(O)c1cc(NCCO)c(C(=O)O)cc1NCCO	92	103	111	105	110	91	89	97
CC(C)=CCc1ccccc1O	95	110	103	100	·	92	·	98
CCOC(=O)CCc1nc(C#N)c(N(C)C)o1	92	104	96	95	94	91	83	96
NS(=O)(=O)c1ccc(-n2ncc(NC(=O)Nc3ccc(Cl)cc3)c2-c2ccccc2)cc1	90	98	100	94	104	90	103	91
O=C(N/N=C/c1ccc(O)cc1O)c1ccc(Nc2ccnc(C(F)(F)F)c2)cc1	92	59	31	29	41	74	41	81
COc1ccc2c(c1)C(=C(C#N)C#N)C=CN2C	90	101	104	108	108	92	102	111
N/C(=N\c1nc2ccccc2s1)NC(=O)NC1CC1	83	91	96	95	67	84	87	92
CN1CCN(CCCOc2ccc3nc(Nc4cc(Cl)cc(Cl)c4)ccc3c2)CC1	-55*	-35*	-88*	-52*	-21*	-68*	-27*	-81*
CCSc1nc(-c2cccnc2)cc(-c2ccc(OC)c(OC)c2)c1C#N	57	54	110	67	95	67	87	83
CCCCCCCCCC(=O)Oc1ccc(/C(=C(/C)Cc2cccc(OC)c2)c2ccc(OCCCN(C)C)cc2)cc1	122	95	91	92	84	93	70	95

Following part
SMILES	SR	RPMI-8226	HOP-62	CCRF-CEM	EKVX	MOLT-4	HOP-92	A549/ATCC
CC(C)(C)c1cc(C2CCCCC2)cc(C(C)(C)C)c1O	94	94	91	86	103	105	83	76
CSc1ccc(/C(=N/NC(N)=S)c2ccc(F)cc2)cc1	99	90	98	84	87	84	86	97
N=C(N)c1ccc(OCCCOc2ccc(C(=N)N)cc2Br)c(Br)c1	94	26	92	104	64	129	81	58
Cc1ccc(S(=O)(=O)NNC(=O)C2CCC(=O)N2)cc1 (stereo not given)	96	106	110	104	110	100	109	105
O=C(c1ccccc1)C(Cl)C(Cl)c1ccccc1 (stereo not given)	·	-5.3*	110	5.7*	79	26	76	93
N#CCc1nn2c(CCC(=O)c3nc4ncccc4[nH]3)nnc2s1	·	122	93	101	92	100	74	102
O=C(NCCO)c1ccc(O)cc1O	91	97	105	98	100	115	94	100
CN(C)c1ccc(/C=c2\sc(=C(C#N)C#N)[nH]c2=O)cc1	94	95	94	88	89	76	·	97
Cc1ccc(Nc2cc(Br)c(N)c3c2C(=O)c2ccccc2C3=O)cc1	142	60	101	51	91	149	55	124
CN(C)S(=O)(=O)c1ncc2[nH]cnc2n1	94	·	96	·	103	97	84	104
CCOC(=O)c1cc2c([nH]1)-c1nc(Nc3ncccn3)sc1CCC2	81	95	100	93	89	97	71	98
O=[N+]([O-])c1ccc(Sc2ccccc2)cc1	99	111	114	122	93	93	·	88
COc1cc(OC)c(NC(=O)c2cc3ccccc3cc2O)cc1Cl	83	7.5*	68	27	38	27	-31*	32
C/C(=C(/C)C1CC1CCNS(=O)(=O)c1ccc(C)cc1)c1ccc(-c2ccccc2)cc1 (stereo not given)	103	97	116	90	76	88	·	82
COC(=O)c1ccc(CSc2ccccc2NC(=S)Nc2cccc(SC)c2)o1	78	83	93	99	·	84	60	99
O=C1S/C(=C\c2ccccc2)C(=O)N1Cc1cc2ccccc2nc1Cl	99	96	98	108	96	101	115	96
COc1ccc(-c2nc3cccc(O)c3c(=O)n2Cc2ccccc2)cc1COc1ccc(NC(C)=O)cc1	27[3 µM]	44[3 µM]	44[3 µM]	42[3 µM]	79[3 µM]	15[3 µM]	·	45[3 µM]
CSC(=S)N/N=C/c1ccccc1	91	104	75	102	91	94	106	80
COc1ccc(C(=O)Nc2ncc(Cc3ccc(Cl)cc3)s2)cc1	5.8*	18	21	15	37	12	41	18
COc1ccc(-c2cc(-c3cccs3)n(C(C)=O)c(=O)c2C#N)cc1	69	97	92	86	99	84	80	108
O=C(CSc1nc2ccccc2[nH]1)c1ccc(N2CCCC2)cc1	104	78	74	83	72	126	69	83
CC1(C)CC[C@]23CC[C@]4(C)[C@H](CC[C@@H]5[C@@]6(C)C/C(=C/c7ccco7)C(=O)C(C)(C)[C@@H]6CC[C@]54C)[C@H]2[C@H]1OC3	119	103	101	97	103	106	101	104
CCCCN(CN(CCCC)C1C=CCC1)C1C=CCC1 (stereo not given)	98	107	101	116	104	103	86	102
Nc1ccc(C(=O)Nc2ccc(C(=O)Nc3ccc4c(O)cc(S(=O)(=O)O)cc4c3)cc2)cc1	92	98	97	88	109	95	117	97
COc1ccc(-n2c(C)cc(-c3ccccc3)c2C)cc1	·	15	82	29	·	18	25	41

More entries follow:
SMILES	SR	RPMI-8226	HOP-62	CCRF-CEM	EKVX	MOLT-4	HOP-92	A549/ATCC
COc1ccc(OC)c(NC(=O)c2sc3nc4c(cc3c2N)C(=O)CCC4)c1	74	96	94	84	·	93	·	39
N=C(N)c1ccc(-c2ccc(-c3ccco3)o2)cc1	-18*	25	82	61	·	31	·	69
N=C(N)c1ccc(-c2ccc(-c3ccc(Cl)c(Cl)c3)o2)nc1	1.8*	·	5.1*	2.3*	97	9.8*	85	-35*
O=C(Nc1nc(-c2ccc(Cl)cc2)cs1)c1cc(-c2ccc(Br)cc2)nc2ccc(Cl)cc12	15	16	37	39	77	19	5.3*	·
O=[N+]([O-])c1ccc(NS(=O)(=O)c2cc(Cl)ccc2Cl)c2ccccc12	60	14	66	29	51	47	8.1*	90
Oc1ccc(Br)cc1/C=N/Nc1nc(-c2ccc(Br)cc2)cs1	114	95	90	89	77	95	84	101
O=[N+]([O-])c1ccc(N/N=C/C=C/c2ccccc2)nc1	93	97	106	99	96	75	·	95
Cc1ccc2[nH]c(-c3ccc(S(C)(=O)=O)cc3)c(/C=N/NC(N)=S)c2c1	81	92	99	99	99	87	97	82
CC(=O)CC(=O)Nc1cccc(NC(=O)CC(C)=O)n1	·	107	108	100	117	91	100	96
CCOP(=O)(OCC)c1nc(-c2ccccc2)oc1N1CCOCC1	95	103	106	100	94	98	103	94
Fc1ccccc1[C@H]1Nc2c(ccc3ncccc23)[C@H]2C=CC[C@H]21	43	47	78	52	72	65	63	76
C/C(=N\O)[C@@H]1CC[C@]2(CO)CC[C@]3(C)[C@H](CC[C@@H]4[C@@]5(C)CCCNC(C)(C)[C@@H]5CC[C@]43C)[C@@H]12	12	53	90	59	93	33	66	77
CCOC(=O)C(Cc1ccccc1)n1c(O)c(C=Nc2ccc(S(=O)(=O)SCC)cc2)sc1=S (stereo not given)	101	111	87	121	·	77	115	93
COC(=O)c1nnn(-c2ccc(S(N)(=O)=O)cc2)c1C(=O)c1ccc(OC)cc1	·	103	99	98	87	97	104	100
Cc1ccc(C(=O)c2sc3nc4c(cc3c2N)CCCC4)c(C)c1	9.0*	-12*	40	6.7*	·	22	27	19
Cn1cccc1C(=O)C1C(c2cccc([N+](=O)[O-])c2)C2C3CCCCC3CN2C12C(=O)Nc1ccc(Cl)cc12 (stereo not given)	5.9*	20	62	59	46	28	35	29
CCc1cc2c(=O)c(-c3nc4ccccc4s3)coc2c(CN2CCCCC2)c1O	86	59	99	65	93	75	69	70
CCc1ccc(OCCO)c(Cl)c1	98	99	92	98	106	106	94	89
C#CCC1(c2ccc(OC)cc2)NS(=O)(=O)c2ccccc21 (stereo not given)	118	111	89	97	100	89	101	94
COc1ccccc1/C=C/C(=O)c1nnn(-c2ccc(C(=O)O)cc2)c1C	67	90	110	64	87	94	101	90
O=C(O)c1cn(C2CC2)c2cc(N3CCN(CCN4CCOCC4)CC3)c(F)cc2c1=O	·	102	95	101	108	92	75	103
COc1cc(Nc2nc(NCCN)nc3cc[nH]c(=O)c23)cc(OC)c1	·	80	98	69	87	74	59	91
COc1cc(Br)cc2cc(C(=O)CSc3nc4ccccc4c(=O)n3-c3ccccc3)c(=O)oc12	99	98	80	91	100	99	83	87
COc1ccc(-c2cc(NC(=O)Nc3nc4c(C)cccc4s3)no2)cc1	·	102	95	99	90	92	103	97
CCN1C(=O)/C(=c2\sc3n(c2=O)NC2C(N=3)N(CC)C(=O)N2CC)c2ccccc21 (stereo not given)	23	65	43	·	60	59	22	39

Next section:
SMILES	SR	RPMI-8226	HOP-62	CCRF-CEM	EKVX	MOLT-4	HOP-92	A549/ATCC
O=C1NC(=O)c2ccc(-c3ccc4c(c3)ncn4C3CCCCC3)c3cccc1c23	43	57	70	72	85	35	·	61
COc1cc(NCC(=O)Nc2cc(Nc3ccccc3Cl)ncn2)c(Cl)c(OC)c1Cl	73	90	93	90	88	85	80	90
CC(C)CC(=O)C1CCCC1	91	104	115	·	·	105	89	101
O=C(c1cccc(Br)c1)N1CCN(c2ccnc3cc(Cl)ccc23)CC1	118	71	95	87	88	88	79	74
CCOC(=O)c1cc(CCCOc2ccc(-c3noc(C(F)(F)F)n3)cn2)on1	48	·	79	92	87	77	68	79
CC(=O)OCCC(C)CCC=C(C)C (stereo not given)	108	95	108	104	100	114	99	101
O=C(N/N=C1/C=C(NNC(=O)c2ccncc2)CCC1)c1ccncc1	110	117	112	109	103	107	117	93
CC(=O)c1ccc(NC(=O)CSc2nc3ccccc3c(=O)n2CCc2ccc(S(N)(=O)=O)cc2)cc1	91	92	97	101	97	97	107	105
O=C1CCC(N2Cc3cc(NC(=O)COc4ccccc4)ccc3C2=O)C(=O)N1 (stereo not given)	73	65	66	23	79	11	-0.5*	85
O=C(C1=CNC(=S)NC1c1ccc(Cl)cc1)c1cc2ccccc2oc1=O (stereo not given)	93	96	86	88	96	96	·	96
CC1CN(c2oc(-c3ccccc3)nc2C#N)CC(C)O1 (stereo not given)	102	104	103	104	93	103	123	104
CCCNc1nc(SC)nc(-c2cccc(N)c2)c1C#N	·	103	79	108	83	101	80	104
Fc1ccc2[nH]cc(-c3nc(-c4ccsc4)cs3)c2c1	86	·	·	·	57	78	·	80
Cc1cc(C)c(N2C(=O)CC(Nc3cccc(Cl)c3Cl)C2=O)c(C)c1 (stereo not given)	78	·	108	100	97	101	99	102
O=C1c2ccccc2C(=O)c2c1cc(O)c(O)c2O	·	110	·	·	114	·	107	93

Sorted by molecular weight (highest first): some entries from above
SMILES	SR	RPMI-8226	HOP-62	CCRF-CEM	EKVX	MOLT-4	HOP-92	A549/ATCC
O=C(C1=CNC(=S)NC1c1ccc(Cl)cc1)c1cc2ccccc2oc1=O (stereo not given)	93	96	86	88	96	96	·	96
O=C1NC(=O)c2ccc(-c3ccc4c(c3)ncn4C3CCCCC3)c3cccc1c23	43	57	70	72	85	35	·	61
O=C(N/N=C1/C=C(NNC(=O)c2ccncc2)CCC1)c1ccncc1	110	117	112	109	103	107	117	93

Entries shown so far with bromine (seven):
SMILES	SR	RPMI-8226	HOP-62	CCRF-CEM	EKVX	MOLT-4	HOP-92	A549/ATCC
CC(=O)O[C@H]1C[C@@]2(C)[C@@H](C[C@@H](O)[C@H]3[C@@]4(C)CC[C@H](O)[C@@H](C)[C@@H]4CC[C@@]32C)/C1=C(\CCC(Br)C(C)(C)[n+]1ccccc1)C(=O)O (stereo not given in full)	96	97	97	105	107	96	107	112
N=C(N)c1ccc(OCCCOc2ccc(C(=N)N)cc2Br)c(Br)c1	94	26	92	104	64	129	81	58
Cc1ccc(Nc2cc(Br)c(N)c3c2C(=O)c2ccccc2C3=O)cc1	142	60	101	51	91	149	55	124
O=C(Nc1nc(-c2ccc(Cl)cc2)cs1)c1cc(-c2ccc(Br)cc2)nc2ccc(Cl)cc12	15	16	37	39	77	19	5.3*	·
Oc1ccc(Br)cc1/C=N/Nc1nc(-c2ccc(Br)cc2)cs1	114	95	90	89	77	95	84	101
COc1cc(Br)cc2cc(C(=O)CSc3nc4ccccc4c(=O)n3-c3ccccc3)c(=O)oc12	99	98	80	91	100	99	83	87
O=C(c1cccc(Br)c1)N1CCN(c2ccnc3cc(Cl)ccc23)CC1	118	71	95	87	88	88	79	74

Assay outcomes from PubChem BioAssay.
